Screening results (PubChem BioAssay)
AMA1-RON2 inh: inhibitors of Plasmodium falciparum AMA1-RON2 interaction; AlphaScreen AMA1-biotinylated RON2 peptide binding; Potency, µM (series often up to 58.2 µM), without a hit: at the top dose activity change, negative = inhibition, actives largely listed as inhibitors; hit rate 0.2% among 360,000; AID 720542; active means well fitted inhibition curve with a large enough effect; inconclusive means small, poorly fitted or top-dose-only effect; inactive means no such curve, though single readings can be large or run the other way;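 further: potency means the concentration at half of the fitted maximal effect; 0% = vehicle wells and -100% = peptide control; nearly all actives have a fitted effect of over 45% in size; some results filed as inactive show a strong effect at the top dose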
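AMA1 (3D7) with his tag at 25 nM final met compounds first, then biotinylated RON2 peptide at 25 nM; detection used donor plus acceptor beads, 10 µg/mL apiece, read by AlphaScreen after 30 min at room temperature.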
HCMV antiviral: blocks human cytomegalovirus replication; HFF cells, HCMV-luciferase reporter, 72 h; active compounds read low; activity change, negative = inhibition, % at 57.5 µM; hit rate 4.5% among 410,000; AID 1259415; in the data active means activity change below about -60%; inconclusive means no clear call, values can overlap the other calls; inactive means above about -39%
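Human foreskin fibroblasts infected with luciferase-reporter HCMV at MOI 1 PFU/cell, compounds at two doses. Luciferase measured 72 h post infection; normalized to buffer-only basal and Salinomycin (10uM) controls.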
An asterisk follows results filed as active; u = inconclusive; [ ] = another dose, or the depositor's remark. Unless noted, on the % scale 0 is the no-effect control and ±100 the full control effect. Not all compounds are listed (hit frequency here may not be typical).

Structure | AMA1-RON2 inh | HCMV antiviral
O=C(Nc1ccc2c(c1)OCO2)c1ccc2nc([C@@H]3O[C@H](CO)[C@H](O)[C@H](O)[C@H]3O)[nH]c2c1 | 7% | 1
O=C(O)C1OC1(c1ccccc1Cl)c1ccccc1Cl (stereo not given) | 6% | 17
COc1ccccc1CC1(C)C(=O)Nc2ccc(OC(F)(F)F)cc21 (stereo not given) | 4% | -19
CN(C)c1ncnc2c1ncn2[C@H]1CN(C2CCCC2)C[C@@H](CO)O1 | -3% | 40
CN(C(=O)Nc1cccc([N+](=O)[O-])c1)c1ccccc1 | 6% | 19
CSc1ccc(CNC(=O)C2(C)CCCN2C)cc1 (stereo not given) | -7% | -18
COCCCN1C(=O)C(CC(=O)NCc2cccs2)CC(C(=O)N2CCCCCC2)=C1C (stereo not given) | -17% | 13
COc1cccc(NC(=O)c2nn(C)cc2Br)c1 | 19% | 80
COc1ccccc1Cc1c(-c2ccc(C)cc2)nc2ccc(Br)cn12 | -2% | 76
CCOC(=O)CCCCCC(=O)Nc1ccc2c(c1)C(=O)N([C@@H](C)CO)C[C@H](C)[C@H](CN(C)C(=O)c1ccccc1)OCCCC[C@H](C)O2 | -2% | -20
Cc1ccc(-n2c(-c3ccc(Br)cc3)n[nH]c2=S)c(C)c1 | 98%[activator] | -9
NC[C@H]1O[C@@H](n2ccc(N)nc2=O)[C@H](O)[C@@H]1O | 2% | -87*
CC1=C(C(=O)N2CCCCCC2)CC(CC(=O)NC2CCCCC2)C(=O)N1Cc1ccc(C(C)(C)C)cc1 (stereo not given) | 14% | -11
O=[N+]([O-])c1ccccc1Nc1cccc(F)c1 | u | -22
CC(C)c1ccc(Nc2nc(N3CCOCC3)nc(N3CCOCC3)n2)cc1 | -3% | 2
O=C(NCc1cccnc1)c1cc(C2CCCCN2C(=O)OCCF)on1 (stereo not given) | 21% | 25
COc1ccc(C(=O)COc2ccc(C(C)=O)cc2OC)cc1OC | 28% | -19
Nc1nonc1-n1nnc(C(=O)N/N=C/c2ccccc2F)c1CN1CCOCC1 | 35%[activator] | -37
C[C@@H]1CCC[C@]2(O[C@@H](CCO)C[C@@H](O)[C@@H]2O)O1 | -3% | -15
CC[C@@H]1Cc2[nH][nH]c(=O)c2[C@@H](c2ccc(F)cc2)O1 | 11% | -17
Cc1cccc(C)c1NC(=O)C1(C)CSCC(=O)N1CC(F)(F)F (stereo not given) | 1% | -5
COc1cc(CNC(=O)Nc2nc(C(N)Cc3ccc(C(F)(F)F)cc3)cs2)cc(OC)c1OC (stereo not given) | 62%[activator] | -31
CC(C)(C)S(=O)N1Cc2cc(C(=O)NCC(F)(F)F)nc(-c3cccc(-c4cccc(F)c4)c3)c2[C@H]1CCO (stereo not given in full) | -4% | -6
CN(C1CCCCC1)S(=O)(=O)c1ccc(SCC(N)=O)nc1 | -3% | 7
CC1CCN(C(=O)c2[nH]c(C(F)(F)F)nc2-c2ccccc2)CC1 | -27% | 12

Going on with the list:
Structure | AMA1-RON2 inh | HCMV antiviral
NC(CCc1ccccc1)c1csc(NC(=O)NCC2CCCCC2)n1 (stereo not given) | 47%[activator] | 7
CCCCn1nnnc1C1(C)CCC(=O)N1CCc1ccc(OC)c(OC)c1 (stereo not given) | -1% | -15
CC(=O)N1CCC(C(=O)N2c3ccccc3N=C(c3ccc4c(c3)OCO4)C2C(=O)Nc2c(C)cccc2C)CC1 (stereo not given) | -1% | 38
CCCS(=O)(=O)NC(=O)C1(C)CCN(C(=O)Cc2ccc(OC)cc2)C1 (stereo not given) | -2% | 14
O=C1NC(=S)NC(=O)C1=Cc1ccccc1C(=O)O | -28% | 7
CC(=O)OCC(=O)C1(O)CCC2C3CC(C)C4=CC(=O)CCC4(C)C3C(O)CC21C (stereo not given) | -5% | 184
CC12C=CC(=O)CC1CCC1C2CCC2(C)C(O)C(O)CC12 (stereo not given) | -13% | -13
CCc1nc2c(OCC(=O)c3ccc(F)cc3)cccn2c1N(C)C(=O)c1ccccc1F | 3% | 1
CC(C)(C)OC(=O)N1CCC(NC(=O)c2[nH]c(C(F)(F)F)nc2-c2ccccc2)CC1 | -28% | -6
O=C(O)Cn1ccnc1[N+](=O)[O-] | 10% | -7
CCOc1ccc(C(CN2CCOCC2)C(C)=O)cc1OC (stereo not given) | -1% | -6
C#CCN(C[C@H]1[C@H](OC(=O)NCc2ccccc2)[C@H](OC(=O)NCc2ccccc2)C[C@H]2C(=O)N(c3ccccc3)C(=O)[C@@H]12)S(=O)(=O)c1ccc(C)cc1 | 5% | -14
O=c1[nH]c2ccccc2n1C1CCN(C(c2ccccc2)c2nnnn2Cc2ccccc2)CC1 (stereo not given) | -13% | -94*
O=C(NCCCN1CCOCC1)c1cccc(NC(=O)c2ccccc2)c1 | -5% | 6
CCC(c1nnc(SCC(=O)NCC2CCCO2)n1Cc1ccccc1)N(C)C (stereo not given) | 9% | u
CCOC(=O)[C@]12Cc3ccsc3[C@H]1N(Cc1ccccc1)C(=O)c1ccccc12 | -10% | 2
O=C(Nc1ccc(Cl)cc1)C1Cc2c(-c3ccc4c(c3)OCO4)ccnc2O1 (stereo not given) | -11% | u
C[C@@H]1CN([C@@H](C)CO)C(=O)CCCn2nncc2CO[C@H]1CN(C)C(=O)Cc1ccccc1 | 0% | 10
O=C(COn1nnc2ccc(S(=O)(=O)N3CCOCC3)cc21)NCc1cccc(Cl)c1 | -9% | -27
CCc1nc2ccc(C(=O)N(CC)CCN(C)C)cn2c1N(C)Cc1nccs1 | 8% | -19
COc1cccc(-c2cnc3c(NC=O)cc(-c4ccc(O)c(OC)c4)cn23)c1 | 0% | 72
COC(=O)C1=C(c2cc3ccccc3o2)C[C@@H]2CC[C@H]1N2C(=O)N1CCCCC1 | 0% | -17
CCOc1ccc(NC(=O)CN(C)C(=O)c2ccc3c(c2)S(=O)(=O)N=C2CCCCCN23)cc1OCC | 11% | 23
Cn1c(=O)c2c(ncn2CC(=O)OCC(=O)c2ccc(OC(F)F)cc2OC(F)F)n(C)c1=O | -1% | 12
O=C1C2CCCN2C(=O)N1CCN1CCN(c2cccc(C(F)(F)F)c2)CC1 (stereo not given) | 7% | 3

Of the compounds above, these have a nitro group on carbon.
Structure | AMA1-RON2 inh | HCMV antiviral
CN(C(=O)Nc1cccc([N+](=O)[O-])c1)c1ccccc1 | 6% | 19
O=[N+]([O-])c1ccccc1Nc1cccc(F)c1 | u | -22
O=C(O)Cn1ccnc1[N+](=O)[O-] | 10% | -7

The list goes on:
Structure | AMA1-RON2 inh | HCMV antiviral
CCCc1nnc(NS(=O)(=O)c2ccc(C)cc2)o1 | 9% | 0
O=C(Nc1ccc2c(c1)OCCO2)C(c1ccccc1)n1c(=O)c(-c2cc3ccccc3[nH]2)nc2ccccc21 (stereo not given) | 42%[activator] | 44
COc1ccccc1CNc1cccc(C)n1 | -5% | -39
N#Cc1ccccc1OCC(=O)Nc1nc(-c2ccccn2)cs1 | -11% | -11
O=C1NC(=O)c2c(Br)c(Br)c(Br)c(Br)c21 | 18% | -22
COc1ccc(-c2ccc(C(=O)NCc3ccncc3)c3occc23)c(C)c1 | -8% | -91*
COc1ccc(S(=O)(=O)N2CCN(C(=O)c3cccc(S(=O)(=O)N4CCCC4)c3)CC2)cc1 | 8% | -9
COc1ccc(NC(=O)c2cc(-c3cc(Cl)ccc3OC)n[nH]2)cc1OC | -15% | -22
CC1=C(N2CCCCC2)CCC1=O | -4% | 6
CCCCCCCCN1C(=O)[C@H](CC(=O)NCc2ccccc2)C[C@@]2(C(=O)OCC)CCCC=C12 | -7% | -24
COc1ccccc1-c1ccc2c(c1)C(C)(Cc1ccc(F)c(Cl)c1)C(=O)N2 (stereo not given) | 41% | u
CN1C[C@@H]2[C@@H]3C(=O)N(Cc4ccccc4)C(=O)[C@@H]3[C@](C)(C1=O)N2C(=O)c1ccc(F)cc1 | -2% | 2
CC1(C)CC2(CCO1)N1CC3(C)CN2CC(C)(C1)C3=O (stereo not given) | 19% | 3
CCc1nc2ccc(C(=O)NCCOc3ccc(OC)cc3)cn2c1N(CC)Cc1ccc(OC)c(OC)c1 | -19% | 10
Cc1ccc(S(=O)(=O)N2CCC(=O)N([C@H](COCc3cccc(C(F)(F)F)c3)C(C)C)CC2)cc1 | -5% | 42
C#Cc1cccc(C(=O)N(Cc2cccnc2)CC2CCCN(C3CCCCC3)C2)c1 (stereo not given) | 10% | -63*
CC1=C(O)C(=O)C(C2=C(O)C(=O)C(C)=C(O)C2=O)=C(O)C1=O | u | -22
O=C(CCc1ccccc1)N1Cc2cc(N3CCOCC3)ccc2-n2nncc2C1 | 0% | 29
CC(O)(c1cccnc1)c1nc(-c2cccc3cccnc23)cs1 (stereo not given) | 16% | 5
Cc1cc2oc(=O)cc(CN3CCCCC3)c2cc1Cl | 11% | -16
COc1cccc(C(=O)NCCS(=O)(=O)N2CCCC(C)C2)c1 (stereo not given) | -7% | 14
Cc1ccccc1S(=O)(=O)N(C)C[C@@H]1OCc2cnnn2CCCC(=O)N([C@H](C)CO)C[C@H]1C | 0% | 3
OCC1OC(n2cnc3c(SCc4ccccc4)nc(F)nc32)C(O)C1O (stereo not given) | -6% | 13
CC(C)C(OC(=O)C1=Cc2ccccc2OC1)C(=O)NCC1CCCO1 (stereo not given) | 22% | 0
COc1cccc(Cn2c3ccc(NC(=O)Cc4cc(OC)ccc4OC)cc3c(=O)n2C)c1 | -5% | 14

(continued)
Value order: AMA1-RON2 inh | HCMV antiviral
O=C1c2ccccc2S(=O)(=O)c2cc(C(=O)N3CCN(C(=O)c4ccccc4)CC3)ccc21
 : 1% | -33
CC(C)C[C@H]1CN([C@@H](Cc2ccccc2)CN2CCC[C@H]2CN2C(=O)C(=O)NC[C@@H]2Cc2ccc(O)cc2)C(=O)C(=O)N1CC1CCCCCC1
 : -11% | -87*
CC(C)NC(=O)C1(C)CN(S(C)(=O)=O)CC(=O)N1Cc1ccco1 (stereo not given)
 : 2% | -36
CCCCN1CC(COCc2ccccc2)Oc2cccc(F)c2S1(=O)=O (stereo not given)
 : 24% | -38
CCCS(=O)(=O)NC(=O)C1(C)CCCN(C(=O)c2cc(-c3ccccc3)cs2)C1 (stereo not given)
 : 4% | -40
CN(Cc1ccccc1)C(=O)c1cccc(NC(=O)Cc2ccc(NC(=O)C3CCN(S(=O)(=O)c4cccc([N+](=O)[O-])c4)CC3)cc2)c1
 : -6% | 1
COc1ccc(OC)c(-c2cc(C(=O)N/N=C/c3ccc(F)cc3)c3ccccc3n2)c1
 : -15% | 0
CC(=O)Nc1ccc(S(=O)(=O)NC(C)C(=O)OCC(=O)Nc2ccc(F)cc2Cl)cc1 (stereo not given)
 : 15% | -9
CCCN(Cc1cc2cccc(C)c2[nH]c1=O)C(=O)c1cccc(OC)c1
 : -12% | 32
O=c1[nH]c2ccccc2n1C1CCN(C(CCc2ccccc2)c2nnnn2-c2ccc3c(c2)OCCO3)CC1 (stereo not given)
 : -22% | -104*

(list continues)
Value order: AMA1-RON2 inh | HCMV antiviral
O=C1Nc2ccccc2-n2nnnc2C1N1CCN(c2ccccn2)CC1 (stereo not given)
 : 1% | 50
CC1(C)CN(C2CCCCC2)C(=O)[C@H]1CC(=O)Nc1ccc(Br)cc1
 : -3% | -38
Cc1ccc(OC(=O)CCC(=O)Oc2ccc(C)cc2C)c(C)c1
 : 14% | 48
CC(O)(c1cccc(F)c1)c1nc(-c2csc3ccccc23)cs1 (stereo not given)
 : -3% | 8
Oc1ccc(C=NN=C2c3ccccc3-c3ccccc32)c(O)c1
 : -24% | -12
Cc1occc1C(=O)Nc1cccc(/C=C/C(=O)O)c1
 : 0% | -19
O=C1[C@@H](Oc2ccccc2)[C@@H](c2ccccc2)N1c1cccnc1
 : 1% | -29
CCCCn1c(N)c(N(CCOC)C(=O)c2ccc(N3C(=O)c4ccccc4C3=O)cc2)c(=O)[nH]c1=O
 : 16% | 0
O=c1[nH]c(=S)[nH]c2c1C(c1ccc(F)cc1)OC(C1CCCCC1)C2 (stereo not given)
 : 103%[activator] | -2
CN(C)CCC(=O)C(Cc1ccccc1)c1ccccc1 (stereo not given)
 : -14% | -11

Next part
Value order: AMA1-RON2 inh | HCMV antiviral
Cc1cn(CC(=O)NCc2nc3ccccc3[nH]2)c(=O)[nH]c1=O
 : -1% | 13
CN(C)c1ccc([N+](=O)[O-])c([N+](=O)[O-])c1
 : -10% | -10
CCCNC(=O)C1(C)CCCN(C(=O)c2ccc3sccc3c2)C1 (stereo not given)
 : 1% | -1
Cc1cc(C(=O)OC(C)C(=O)Nc2ccccc2)c(C)n1C1CC1 (stereo not given)
 : -8% | -3
O=C(CCC1CCN(C(=O)C2CC=CCC2)CC1)Nc1ccccc1 (stereo not given)
 : -3% | -11
COc1cccc(C(C)(O)c2nc(-c3cccc(C(=O)O)c3)cs2)c1 (stereo not given)
 : 6% | 3
COc1ccc(C2=CCCCCC2)c(OC)c1OC
 : 8% | -20
Cc1cc(C)n2c(NC3CCCCC3)c(-c3cccnc3)nc2n1
 : -13% | -23

Full records, quoted from the list. Values in the order: AMA1-RON2 inh | HCMV antiviral
Cc1cc(C)n2c(NC3CCCCC3)c(-c3cccnc3)nc2n1 is listed as -13% | -23
CN(C)c1ccc([N+](=O)[O-])c([N+](=O)[O-])c1 is listed as -10% | -10
Cc1cn(CC(=O)NCc2nc3ccccc3[nH]2)c(=O)[nH]c1=O is listed as -1% | 13
